ANO1 activ: TMEM16A chloride channel activators or potentiators, primary screen, cell-based, HTS. Anoctamin-1 (Mus musculus), Q8BHY3. HEK293 TMEM16A/YFP-H148Q/I152L, iodide quench fluorescence; stronger effect = lower value. B-score at 10 µM. 0.3% of 340,000 active. AID 623877, 2012;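 active means fluorescence-ratio B-score plate-corrected deviation score at least 3 library SD below zero, with starting fluorescence score within 5 deviations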;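 further: channel opened by trigger with iodide after compound preincubation; score built on the fluorescence ratio of max minus min over baseline; more negative score means more quench and so TMEM16A activation or potentiation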
KCNQ1 act: potentiators or activators of KCNQ1 channel, primary screen, cell-based, thallium flux, high-throughput. Potassium voltage-gated channel subfamily KQT member 1 (Homo sapiens), P51787. CHO-K1 KCNQ1, thallium flux FluxOR fluorescence; stronger effect = higher value. B-score at 10 µM. 0.35% of 310,000 active. AID 2648, 2010;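 active means fluorescence ratio B-score, a plate-corrected score, at least three library SD, with initial intensity B-score within 5 SD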
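Assay system: CHO-K1 cells stably expressing KCNQ1. Medium: assay buffer for compound exposure, DMSO matched across wells. Timing: 37 °C overnight plating, 90-min dark dye load, 20-min compound pretreatment. Signal: kinetic FluxOR fluorescence, 10 s baseline plus 110 s post-stimulus.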
ANO1 block: TMEM16A chloride channel inhibitors, primary screen, cell-based, HTS; 1.2% of 310,000 active; Anoctamin-1 (Mus musculus), Q8BHY3; normalized B-score (activity score, 25-100; higher = stronger inhibition) at 10 µM; HEK293 TMEM16A/YFP iodide influx fluorescence, ionomycin;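 active means ratio plate-corrected score three or more library SD toward inhibition, starting fluorescence score within five deviations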;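 further: score derived from kinetic fluorescence span divided by baseline fluorescence per well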
KCNK9 block: KCNK9 potassium channel inhibitors, primary screen, HEK293 cells, thallium flux. Potassium channel subfamily K member 9 (Homo sapiens), Q9NPC2. FluxOR thallium flux fluorescence; stronger effect = lower value. B-score at 10 µM. 1.2% of 310,000 active. AID 488922, 2010;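 active means ratio B-score over 3 SD below the library mean, with starting fluorescence within 5 SD of its mean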;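 further: negative B-score means less thallium flux so channel inhibition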
KCNK3 inh: human KCNK3 channel inhibitors, primary screen, CHO cells, FluxOR thallium flux, B-score | Potassium channel subfamily K member 3 (Homo sapiens), O14649 | FluxOR fluorescence; stronger effect = lower value | B-score at 10 µM | 0.84% of 340,000 active | AID 602410, 2012;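 active means B-score under library mean minus 4 SD, starting fluorescence ratio at most library mean plus 5 SD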;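 further: more negative B-score means stronger inhibition of thallium flux through KCNK3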
hERG rescue: hERG rescue from dofetilide block, primary screen, cell-based, CHO-hERG, FluxOR thallium flux, dofetilide IC70 | 0.51% of 310,000 active | Voltage-gated inwardly rectifying potassium channel KCNH2 (Homo sapiens), Q12809 | activation (rescue from dofetilide block), less the hit threshold, % at 10 µM | dofetilide IC70 present | AID 1511, 2009;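 active means activation above the mean of controls blocked by dofetilide plus 5 SD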;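 further: thallium influx through hERG after potassium depolarization seen as dye fluorescence rise; in these data hits start at about 4.7%; inactives centre near -7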
Target sequence (Q12809 whole entry, looked up): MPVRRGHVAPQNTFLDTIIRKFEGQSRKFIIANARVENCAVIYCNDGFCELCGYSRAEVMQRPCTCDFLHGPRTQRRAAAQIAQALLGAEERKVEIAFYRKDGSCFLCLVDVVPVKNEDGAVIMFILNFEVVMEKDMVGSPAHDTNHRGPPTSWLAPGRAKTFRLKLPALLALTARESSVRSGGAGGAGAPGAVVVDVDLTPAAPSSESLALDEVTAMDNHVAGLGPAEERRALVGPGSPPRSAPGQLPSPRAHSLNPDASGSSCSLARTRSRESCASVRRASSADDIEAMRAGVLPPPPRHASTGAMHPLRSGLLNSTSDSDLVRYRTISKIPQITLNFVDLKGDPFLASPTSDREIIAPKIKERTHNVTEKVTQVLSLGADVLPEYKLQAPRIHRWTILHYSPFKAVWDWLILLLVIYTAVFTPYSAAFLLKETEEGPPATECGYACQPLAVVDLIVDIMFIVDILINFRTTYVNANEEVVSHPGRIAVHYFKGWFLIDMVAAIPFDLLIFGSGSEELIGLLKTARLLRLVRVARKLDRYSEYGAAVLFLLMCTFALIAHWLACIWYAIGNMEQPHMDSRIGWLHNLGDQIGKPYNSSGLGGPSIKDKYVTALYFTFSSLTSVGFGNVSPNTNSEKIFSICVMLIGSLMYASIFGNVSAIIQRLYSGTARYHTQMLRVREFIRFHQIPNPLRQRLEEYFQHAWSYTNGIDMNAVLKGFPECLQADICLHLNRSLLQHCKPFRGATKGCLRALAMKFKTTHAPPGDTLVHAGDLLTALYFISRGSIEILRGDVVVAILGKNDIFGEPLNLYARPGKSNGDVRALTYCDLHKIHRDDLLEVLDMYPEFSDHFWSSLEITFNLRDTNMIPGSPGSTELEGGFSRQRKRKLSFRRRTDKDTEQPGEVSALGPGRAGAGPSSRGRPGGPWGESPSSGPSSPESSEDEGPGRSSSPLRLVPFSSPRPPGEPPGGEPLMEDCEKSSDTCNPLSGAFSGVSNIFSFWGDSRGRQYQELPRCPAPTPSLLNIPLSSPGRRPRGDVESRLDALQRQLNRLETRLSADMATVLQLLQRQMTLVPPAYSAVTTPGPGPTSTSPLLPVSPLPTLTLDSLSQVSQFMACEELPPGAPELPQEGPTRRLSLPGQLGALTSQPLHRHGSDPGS
TRPC4 potent: positive allosteric modulators of TRPC4, primary screen, cell-based, mouse TRPC4beta, HEK293 mu-opioid, Fluo-4 calcium | B-score at 10 µM | 0.42% of 310,000 active | DAMGO EC20, Fluo-4 Ca2+ flux; stronger effect = higher value;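 active means B-score of calcium response area above 5 SD of library B-scores, with initial fluorescence ratio within 5 SD of library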;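 further: B-score of integrated fluorescence ratio over time as area under calcium response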
KCNQ1 block: inhibitors of human KCNQ1 channel, primary screen, cell-based, thallium flux, high-throughput; Potassium voltage-gated channel subfamily KQT member 1 (Homo sapiens), P51787; CHO-K1 KCNQ1, FluxOR thallium flux fluorescence; stronger effect = higher value; B-score at 10 µM; 1.3% of 310,000 active;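 active means compounds whose thallium flux B-score, printed positive for inhibition, exceeds three library SD while starting fluorescence stays within three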;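 further: channel opened by potassium depolarization with thallium stimulus after 20 min compound exposure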
TRPC4 act: activators of mouse TRPC4 channel, primary screen, Fluo4 calcium, HEK293 TRPC4beta/mu-opioid cells | 0.49% of 310,000 active | Fluo4 calcium fluorescence; stronger effect = higher value | AID 2237, 2010 | Short transient receptor potential channel 4 (Mus musculus), Q9QUQ5 | B-score at 10 µM;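 active means B-score above 5 SD of library B-scores, and initial fluorescence ratio not above library mean plus 5 SD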;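 further: positive B-score marks a calcium rise read as TRPC4 activation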
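Test system: HEK293 cells stably co-expressing mouse TRPC4beta and mu-opioid receptor | Schedule: Fluo4 dye loading 45 min at room temperature, 110 s recording | Measured by: Kinetic Fluo4 calcium fluorescence, 5 s baseline at 1 Hz | Evaluation: B score of integrated ratio | Controls: Buffer (low) and maximal DAMGO (high)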
HDAC3 inh: HDAC3 deacetylase inhibitors, primary screen, biochemical, fluorescence, cell-free homogeneous. inhibition, % at 8.3 µM. recombinant HDAC3, fluorogenic peptide/trypsin coupled. 0.15% of 320,000 active; in the data active means inhibition above about 26%, passing the limit was not always enough; inconclusive means no clear call, values can overlap the other calls
Dyrk1A ADPGlo: rat Dyrk1A kinase inhibitors, primary screen, biochemical, single point, plate reader. Dual specificity tyrosine-phosphorylation-regulated kinase 1A (Rattus norvegicus), Q63470. ADP-Glo luminescence, NFATc1 peptide. inhibition, % at 12.5 µM. 0.43% of 310,000 active; in the data active means inhibition above about 50%;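 further: plate controls were vehicle with enzyme for no effect and no enzyme for full effect; many of its hits are not listed in these tables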
Numbers without * were called inactive; i = inactive; u = inconclusive; x = not tested or not shown. These rows are one share of the data (hit frequency here may not be typical).

SMILES | ANO1 activ | KCNQ1 act | ANO1 block | KCNK9 block | KCNK3 inh | hERG rescue | TRPC4 potent | KCNQ1 block | TRPC4 act | HDAC3 inh | Dyrk1A ADPGlo
Cc1cc(C)c2cc(CN(CCCN(C)C)C(=S)NCc3ccccc3)c(=O)[nH]c2c1 | i | i | i | i | i | -35.4 | i | i | i | 1.6 | x
O=S(=O)(CCc1nc2ccccc2s1)c1ccc2ccccc2c1 | i | i | i | i | i | -4.4 | i | i | i | -2.5 | 6.6
COc1ccc(C(=O)NCc2nnc(SCC(=O)Nc3nc4ccccc4s3)o2)cc1 | i | i | i | i | i | -7.8 | i | i | i | 4.4 | -2.0
CC(=O)N1CCN(C(=O)CNC(=O)c2ccc(Br)o2)CC1 | i | i | i | i | i | -9.4 | i | i | i | -5.2 | -2.0
COc1cccc2cc(C(=O)Oc3ccc(NC(C)=O)cc3)c(=O)oc12 | i | i | i | i | i | -11.5 | i | i | i | 8.5 | 1.3
CC1=Nc2ccccc2/C1=C/c1nc(-c2ccc(C)s2)oc1O | i | i | i | i | i | -36.1 | i | i | i | 0.4 | -6.8
CCCCc1nc2cc(Cl)ccc2o1 | i | i | i | i | i | 2.4 | i | i | i | 3.3 | -5.4
O=C(Cn1c(=O)c2sccc2n(Cc2cccc([N+](=O)[O-])c2)c1=O)NCCc1ccccc1 | i | i | i | i | i | -5.5 | i | i | i | -3.0 | -3.2
COc1ccc(C(C2C(=O)CC(C)(C)CC2=O)C2C(=O)CC(C)(C)CC2=O)cc1 | i | i | i | i | i | -9.7 | i | i | i | 4.3 | -3.4
Cc1cc(C)c(C#N)c(SC2CCCCC2=O)n1 (stereo not drawn) | i | i | i | i | i | -12.2 | i | i | i | -2.1 | -2.8
COc1ccccc1Nc1nc2ccccc2[nH]1 | i | i | i | i | i | -3.4 | i | i | i | -3.3 | 5.4
CCc1nnc(NC(=O)c2cc(-c3ccccn3)nc3ccccc23)s1 | i | i | i | i | i | -13.1 | i | i | i | 0.9 | 1.0
CCN(CC)c1ccc(NC(=O)Nc2ccccc2)cc1 | i | i | i | i | i | -2.6 | i | i | i | -1.8 | x
CCOC(=O)c1c(C)[nH]c(C(=O)COC(=O)CCS(=O)(=O)c2ccc(C)cc2)c1C | i | i | i | i | i | -12.5 | i | i | i | 8.7 | 5.3
COc1ccc(OCC(=O)Nn2c(-c3ccc(OC)cc3)nc3ccccc3c2=O)cc1 | i | i | i | i | i | -6.1 | i | i | i | 2.6 | -3.4
COC(OC)c1ccc(C#N)c(SCc2ccc(C)cc2)n1 | i | i | i | i | i | -0.2 | i | i | i | 6.3 | x
CC(=O)Nc1ccc(-c2cc(C(=O)O)c3ccc(C)cc3n2)cc1 | i | i | i | i | i | -1.9 | i | i | i | -24.4 | 2.7
C=CCN1C(=O)NC(c2ccc(OC)cc2)(C(F)(F)F)S/C1=C(\C#N)c1nnc(N2CCOCC2)n1-c1ccccc1 (stereo not drawn) | i | i | i | i | i | -6.4 | i | i | i | -0.7 | -1.7
COCCn1c(SCC(=O)c2ccccc2)nc2c(c1=O)SC(C)C2 (stereo not drawn) | i | i | i | i | i | -6.4 | i | i | i | -5.0 | -0.1
COc1ccc2c(c1)c(=O)oc1cc(OCC(=O)N3CCC(C)CC3)ccc12 | i | i | i | i | i | -10.2 | i | i | i | -3.1 | 3.4
COc1ccc(S(=O)(=O)N2CCOC2CNC(=O)C(=O)NCc2ccco2)cc1C (stereo not drawn) | i | i | i | i | i | -10.5 | i | i | i | -2.5 | -0.3
O=C(NC1CC1)C1CCCN1S(=O)(=O)c1ccc2ccccc2c1 (stereo not drawn) | i | i | i | i | i | -2.9 | i | i | i | 1.0 | -0.4
CCN(CCn1cccn1)Cc1ccccc1OCC(O)CN1CCc2ccccc2C1 (stereo not drawn) | i | i | i | i | i | -10.6 | i | i | i | -0.7 | -8.3
O=C(NCCCN1CCOCC1)NC12CC3CC(CC(C3)C1)C2 | i | i | i | i | i | -6.6 | i | 6* | i | -4.5 | 7.6
Cc1ccc(-c2nc(CS(=O)CC(=O)N3CCN(c4ccccc4)CC3)c(C)o2)cc1 (stereo not drawn) | i | i | i | i | i | -8.2 | i | i | i | 13.3 | -3.2
Cc1nnc(SCC(=O)Nc2ncc3c(n2)CC(C)(C)CC3=O)s1 | i | i | i | i | i | -10.4 | i | i | i | u | -4.0
Cc1cc(C)c(OCC(=O)OCC(=O)NC2CCC(C)CC2)c(C)c1 (stereo not drawn) | i | i | i | i | i | -13.7 | i | i | i | u | -0.3
Cn1cccc1C(=O)OCC(=O)Nc1ccc2c(c1)CCC2 | i | i | i | i | i | -8.8 | i | i | i | 4.1 | 5.1
Cc1cc(=O)oc2ccc(OCC(=O)O)cc12 | i | i | i | i | i | -6.7 | i | i | i | -8.2 | 1.5
COc1cc(C2C(C(C)=O)=C(O)C(=O)N2Cc2ccccc2)ccc1O (stereo not drawn) | i | i | i | i | i | -5.0 | i | i | i | 1.4 | -2.5
COc1ccc(C(=O)O/N=C(\C)c2ccccc2)cc1 | i | i | i | i | i | -5.5 | i | i | i | 5.1 | 37.4
N#C/C=C1\n2c(nc3ccccc32)OC12CCCCC2 | i | i | i | i | i | -13.5 | i | i | i | 7.0 | 2.4
Cc1[nH][nH]c(=O)c1C(c1ccc(Cl)cc1)c1c(C)[nH][nH]c1=O | i | i | i | i | i | -16.7 | i | i | i | -8.6 | -1.7
O=C(N/N=C/c1ccccc1Br)C1CC1 | i | i | i | i | i | -3.1 | i | i | i | 1.4 | -2.0
Cc1ccccc1OCC(=O)Nc1ccc(N2CCN(C)CC2)c(Cl)c1 | i | i | i | i | i | -9.4 | i | i | i | -3.8 | -0.3
CC1(C)Cc2nc3nc(SCC(=O)NCCc4ccccc4)n(-c4ccccc4)c(=O)c3cc2CO1 | i | i | i | i | i | -4.9 | i | i | i | 0.8 | -2.7
COc1ccc(N2CCN(/C(=N\S(=O)(=O)c3ccccc3)Nc3nc(C)cc(C)n3)CC2)cc1 | i | i | i | i | i | -10.3 | i | i | i | -5.0 | -0.8
O=S(=O)(NCC1CCCO1)c1ccc(S(=O)(=O)N(Cc2ccc(F)cc2)Cc2ccco2)cc1 (stereo not drawn) | i | i | i | i | i | 0.2 | i | i | i | 6.2 | -9.6
COc1ccc(-c2cc(C(=O)NC3CCCC3)no2)cc1 | i | i | i | i | i | -3.5 | i | i | i | -8.2 | 1.9
COCCNC(=O)c1n[nH]c2ccccc12 | i | i | i | i | i | -10.2 | i | i | i | 0.6 | x
O=C(CN1CCN(Cc2ccccc2)CC1)Nc1cccc(Br)c1 | i | i | i | i | i | -2.7 | i | i | i | 7.4 | -3.2
O=S(=O)(c1ccccc1)c1ccc(NCc2ccco2)cc1 | i | i | i | i | i | -9.4 | i | i | i | -2.0 | -2.9
Cc1nn(Cc2ccc(F)cc2)c2sc(C(=O)Nc3ccc(N4CCOCC4)cc3N3CCOCC3)cc12 | i | i | i | i | i | -8.0 | i | i | i | -3.9 | -0.1
O=C1C2C3C=CC(C3)C2C(=O)N1CC1CCCO1 (stereo not drawn) | i | i | i | i | i | -11.2 | i | i | i | -3.2 | -6.5
CCN1C(=O)C(CC(=O)Nc2ccc(OC)cc2)N(Cc2cccnc2)C1=S (stereo not drawn) | i | i | i | i | i | -7.6 | i | i | i | 10.3 | 0.1
Cc1ccnc(NC(=O)c2oc3ccccc3c2C)c1 | i | i | i | i | i | -10.0 | i | i | i | -2.0 | 3.5
Cc1cccc(N2C(=NC(=O)c3ccccc3)SC3CS(=O)(=O)CC32)c1 (stereo not drawn) | i | i | i | i | i | -4.1 | i | i | i | 3.9 | -4.9
O=[N+]([O-])c1cc(-c2nc3nc4ccccc4nc3n2CCc2ccccc2)cc([N+](=O)[O-])c1 | i | i | i | i | i | -4.7 | i | i | i | 2.6 | -1.5
COc1cccc2cc(C(=O)N3CCN(C/C=C/c4ccccc4)CC3)c(=O)oc12 | i | i | i | i | i | -6.5 | i | i | i | 3.7 | 6.7
CCCC1=NN2C(=N)/C(=C\c3cc(C)n(Cc4ccccc4)c3C)C(=O)N=C2S1 | i | i | i | i | i | -3.8 | i | i | i | -1.2 | -3.6

Going on with the list.
SMILES | ANO1 activ | KCNQ1 act | ANO1 block | KCNK9 block | KCNK3 inh | hERG rescue | TRPC4 potent | KCNQ1 block | TRPC4 act | HDAC3 inh | Dyrk1A ADPGlo
c1ccc(CCc2ccncc2)cc1 | i | i | i | i | i | -2.7 | i | i | i | 6.8 | 16.9
CCCS(=O)(=O)N1CCc2ccc(NC(=O)c3ccccc3Cl)cc2C1 | i | i | i | i | i | 0.9 | i | i | i | -2.1 | 13.8
CCC(=O)N1CCc2cc(S(=O)(=O)CCC(=O)NCc3cccs3)ccc21 | i | i | i | i | i | -4.2 | i | i | i | -2.1 | -4.5
O=[N+]([O-])c1ccc(COc2cccnc2)cc1 | i | i | i | i | i | -14.1 | i | i | i | 1.9 | x
Cc1cc(C)c2[nH]c3nc(SCC(=O)O)nnc3c2c1 | i | i | i | i | i | -7.4 | i | i | i | 6.1 | 2.0
C=CCN1C(=O)C(O)(CC(=O)c2ccco2)c2cc(Br)ccc21 (stereo not drawn) | i | i | i | i | i | -11.8 | i | i | i | -1.9 | -3.8

Compound profiles, from the list above. Order of screens: ANO1 activ, KCNQ1 act, ANO1 block, KCNK9 block, KCNK3 inh, hERG rescue, TRPC4 potent, KCNQ1 block, TRPC4 act, HDAC3 inh, Dyrk1A ADPGlo
Profile of COc1cc(C2C(C(C)=O)=C(O)C(=O)N2Cc2ccccc2)ccc1O (stereo not drawn) : i, i, i, i, i, -5.0, i, i, i, 1.4, -2.5
Profile of COc1ccc2c(c1)c(=O)oc1cc(OCC(=O)N3CCC(C)CC3)ccc12 : i, i, i, i, i, -10.2, i, i, i, -3.1, 3.4

Source: PubChem BioAssay (several laboratories)
